Screening results from PubChem.
Efflux pump inh – inhibitors of Candida antifungal efflux pumps expressed in yeast | 330,000 compounds, 0.44% hits | S. cerevisiae Candida pump triplex, Nile Red efflux | inhibition, % at 10 µM;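 active means plate passing quality check with inhibition over a set limit, or well fluorescence over plate mean plus 4 SD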;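 further: Nile Red retained in pooled yeast measured as flow cytometry median fluorescence; 0% = buffer negative control and 100% = Enniatin B positive control; higher means more Nile Red kept so more efflux inhibition; some compounds called inactive have numbers as strong as hits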
PP5 inh – inhibitors of human protein phosphatase 5 (PP5); P53041; purified PP5c, OMFP substrate fluorescence; inhibition, % at 6.7 µM; 320,000 compounds, 0.18% hits;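 active means inhibition above the campaign's mean inhibition across all tested compounds plus 3 SD, cut at about 9.5% in these data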;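 further: 0% = DMSO only and 100% = 100 µM cantharidin control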
Target sequence (P53041 whole entry, looked up): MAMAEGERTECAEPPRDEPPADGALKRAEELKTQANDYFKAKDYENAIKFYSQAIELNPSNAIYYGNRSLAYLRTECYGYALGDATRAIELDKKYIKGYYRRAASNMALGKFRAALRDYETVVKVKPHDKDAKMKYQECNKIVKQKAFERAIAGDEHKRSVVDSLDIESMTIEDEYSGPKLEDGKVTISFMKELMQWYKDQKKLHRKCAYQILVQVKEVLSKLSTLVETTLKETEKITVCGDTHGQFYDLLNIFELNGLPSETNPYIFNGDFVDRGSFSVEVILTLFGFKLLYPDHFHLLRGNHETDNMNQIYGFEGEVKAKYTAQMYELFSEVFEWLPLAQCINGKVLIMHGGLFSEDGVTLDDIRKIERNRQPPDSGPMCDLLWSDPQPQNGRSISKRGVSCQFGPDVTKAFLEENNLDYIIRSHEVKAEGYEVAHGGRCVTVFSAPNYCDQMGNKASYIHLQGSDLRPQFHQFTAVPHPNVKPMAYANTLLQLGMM
EBNA-1 inh – blocks EBNA-1 binding to DNA; EBNA-1 DNA binding, fluorescence polarization; inhibition, % at 14.8 µM; 300,000 compounds, 0.34% hits; in the data active means inhibition above about 28%
PREPL inh – inhibits the human prolyl oligopeptidase-like enzyme | Q4J6C6 | 320,000 compounds, 0.68% hits | recombinant PREPL, fluorescence polarization activity-based probe | inhibition, % at 5.96 µM; in the data active means inhibition above about 43%;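 further: 0% = enzyme with DMSO and 100% = wells lacking enzyme; many of its hits are not listed in these tables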
ZTA DNA inh – counter-screen for EBNA-1 inhibitors: inhibitors of Epstein-Barr virus ZTA; P03206; 320,000 compounds, 0.15% hits; inhibition, % at 11 µM; ZTA-DNA binding, fluorescence polarization; in the data active means inhibition above about 33%
Target sequence (P03206 whole entry, looked up): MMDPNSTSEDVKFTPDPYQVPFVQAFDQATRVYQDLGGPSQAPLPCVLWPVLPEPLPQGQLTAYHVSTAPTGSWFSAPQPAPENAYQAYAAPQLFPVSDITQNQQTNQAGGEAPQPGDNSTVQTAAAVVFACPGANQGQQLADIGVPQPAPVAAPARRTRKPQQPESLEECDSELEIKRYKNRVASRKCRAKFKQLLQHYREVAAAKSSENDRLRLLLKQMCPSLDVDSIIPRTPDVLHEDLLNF
PP1 counter – counter-screen for PP5 inhibitors: inhibitors of human PP1-alpha. 320,000 compounds, 0.9% hits. P62136. inhibition, % at 6.7 µM. purified PP1alpha, OMFP fluorescence. AID 2235;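 active means inhibition above the mean inhibition of all tested compounds plus 3 SD, computed separately for each screening campaign, cut at about 15% in these data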
Target sequence (P62136 whole entry, looked up): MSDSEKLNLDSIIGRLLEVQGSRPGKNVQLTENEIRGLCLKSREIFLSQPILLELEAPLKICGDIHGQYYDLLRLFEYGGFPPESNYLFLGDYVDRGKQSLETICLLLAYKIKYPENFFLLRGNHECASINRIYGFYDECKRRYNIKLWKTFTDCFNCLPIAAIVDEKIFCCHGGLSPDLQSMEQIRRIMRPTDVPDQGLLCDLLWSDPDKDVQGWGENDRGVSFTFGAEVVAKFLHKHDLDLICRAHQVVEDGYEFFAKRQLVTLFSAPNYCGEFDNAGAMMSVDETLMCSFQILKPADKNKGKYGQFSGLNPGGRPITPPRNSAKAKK
HCV core dimer – blocks dimerization of HCV core protein; TR-FRET GST/Flag-core106 dimerization, 1536-well; inhibition, % at 5 µM; 300,000 compounds, 0.33% hits; AID 1899;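 active means inhibition above the mean of all tested compounds plus 3 SD, set per screening campaign, cut at about 45% in these data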
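Material: GST/Flag-tagged HCV core106 proteins. Incubation: 4 h, 22.5 °C incubation. Read-out basis: inhibition (%) from 671 over 617 nm ratio. Measured by: TR-FRET, excitation 340 nm, emission 617 and 671 nm.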
TPT1 inh – inhibitors of Candida albicans tRNA 2'-phosphotransferase TPT1 | recombinant caTPT1, FP RNA substrate dephosphorylation | 300,000 compounds, 0.81% hits | inhibition, % at 5 µM;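 active means inhibition above the mean of all tested compounds plus 3 SD, set per screening campaign, cut at about 24% in these data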;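 further: plate controls were DMSO alone for no effect and ferristatin control at 100 nM for full effect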
CTSL1 counter – counter-screen for PFM18AAP inhibitors: inhibitors of F. hepatica cathepsin L1. recombinant F. hepatica cathepsin L1, Z-Leu-Arg-MCA fluorescence. AID 1906. 300,000 compounds, 0.49% hits. inhibition, % at 5.96 µM;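 active means inhibition above the mean of all tested compounds plus 3 SD, set per screening campaign, cut at about 17% in these data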;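 further: 0% = plate median of test compound wells and 100% = 1 µM Z-Phe-Ala-diazomethylketone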
Starred values were filed as active, the others as inactive.

A first look, 2 compounds:
molecule | Efflux pump inh | PP5 inh | EBNA-1 inh | PREPL inh | ZTA DNA inh | PP1 counter | HCV core dimer | TPT1 inh | CTSL1 counter
Cc1cc(C)nc(SCc2ccc(C(=O)N/N=C/c3cccc(O)c3O)cc2)n1 | -0.3 | 2.0 | 4 | 19 | 0 | 25* | 13 | 2 | 3
O=C(NC(=S)Nc1ccc2oc(-c3ccncc3)nc2c1)c1ccccc1F | 0.2 | 1.8 | -18 | 11 | -2 | -2 | 3 | 2 | 6

All compounds of this part, from the first entry:
molecule | Efflux pump inh | PP5 inh | EBNA-1 inh | PREPL inh | ZTA DNA inh | PP1 counter | HCV core dimer | TPT1 inh | CTSL1 counter
Cc1cc(C)nc(SCc2ccc(C(=O)N/N=C/c3cccc(O)c3O)cc2)n1 | -0.3 | 2.0 | 4 | 19 | 0 | 25* | 13 | 2 | 3
O=C(NC(=S)Nc1ccc2oc(-c3ccncc3)nc2c1)c1ccccc1F | 0.2 | 1.8 | -18 | 11 | -2 | -2 | 3 | 2 | 6
Cc1cc(C)c(S(=O)(=O)N2CCC(C(=O)NCc3ccc(Cl)cc3Cl)CC2)c(C)c1 | 0.2 | 1.1 | -5 | -27 | 0 | 4 | 7 | -3 | 4
CCCn1c(=N)n(CC(=O)c2ccc(OCC(=O)OC)cc2)c2ccccc21 | 0.1 | -0.5 | 5 | 6 | 8 | 1 | 3 | -3 | 4
O=S(=O)(c1ccccc1Cl)N1CCCC(c2nc(-c3cccnc3)no2)C1 (centres undefined) | 0.0 | 2.0 | -1 | -10 | 8 | -3 | 1 | 1 | 3
Cc1ccccc1C(=O)c1cccn1CC(=O)NCCC1=CCCCC1 | 0.2 | 1.3 | 6 | 4 | -16 | 2 | -12 | -3 | 1
COC(=O)c1cccc(NS(=O)(=O)c2ccc(OC)c(C(=O)N3CCOCC3)c2)c1C | -0.3 | -2.9 | -21 | -11 | 4 | 5 | -8 | -3 | -9
COC(=O)c1cc(C(=O)c2ccc(Cl)cc2Cl)cn1C | 0.1 | 2.5 | 4 | 13 | 7 | -1 | -5 | 5 | 0
COc1cc(OC)cc(C2=NC3(CCC(C)CC3)NC2=S)c1 (centres undefined) | -0.2 | 0.7 | 3 | -1 | 0 | 1 | -3 | -2 | 1
CN1CCN(S(=O)(=O)c2ccc(N3CCN(S(=O)(=O)/C=C/c4ccccc4)CC3)nc2)CC1 | 0.6 | 1.0 | -2 | 19 | 7 | -8 | 0 | 0 | 5
CN(CC(=O)Nc1ccccc1Cl)C(=O)COC(=O)/C=C/c1ccccc1 | 0.1 | -0.8 | 2 | 5 | 10 | -3 | 0 | 1 | 10
COC(=O)c1ccc(N2CCN(S(=O)(=O)c3ccc(Br)cc3)CC2)c([N+](=O)[O-])c1 | 0.2 | 4.5 | -5 | -49 | 0 | 2 | 10 | -3 | 1
O=[N+]([O-])c1cccc2ccc(/C=C/c3ccc(F)cc3)nc12 | 0.0 | 6.0 | 0 | 4 | -15 | -2 | -4 | -3 | 3
O=C(CCOc1ccccc1)Nc1ccccc1F | 0.1 | -2.8 | -4 | -2 | 5 | -5 | 1 | -3 | 4
COc1ccccc1N1C(=O)C2C3C=CC(C3)C2C1=O (centres undefined) | -0.1 | 1.8 | 1 | 3 | -6 | 0 | -4 | -5 | -4
COC(=O)c1nn(-c2cccc(C(F)(F)F)c2)ccc1=O | -0.1 | -1.2 | 6 | 4 | -1 | 6 | -16 | -3 | 4
COc1ccccc1C(=O)NNS(=O)(=O)c1ccc(F)cc1 | 0.6 | 3.0 | -20 | 2 | -1 | 0 | 0 | 0 | 0
COc1ccc(C(=O)c2c(-c3ccc(OC)cc3)oc3ccc(-c4cc(OC)c(OC)c(OC)c4)cc23)cc1 | 0.0 | -1.1 | 17 | 17 | -1 | -3 | -32 | -2 | 4
Cc1ccccc1-c1nc2ccccc2[nH]1 | -0.1 | -1.9 | 7 | -5 | 3 | 1 | 4 | -5 | 0
CN1CCN(C(=O)Nc2ccc([N+](=O)[O-])cc2)CC1 | 0.4 | -3.8 | -6 | 13 | -5 | -5 | -2 | 4 | 5
CCC1CCCCN1C(=O)CSc1nnc(CNC(=O)c2c(F)cccc2Cl)o1 (centres undefined) | -0.1 | 1.4 | 5 | 0 | -6 | -3 | 2 | 0 | 3
CC(C)[C@H](NC(=O)c1c(F)cccc1F)C(=O)OCC(=O)NC(=O)NC1CCCC1 | -0.5 | 5.1 | -1 | 13 | -6 | -3 | -15 | -2 | -15
CCC1=C(OC(=O)N(CC)CC)N2C(=O)OC(=NCCc3c[nH]c4ccccc34)[C@]2(Cc2ccccc2)[C@H]2C1=CC[C@H]1C(=O)N(C)C(=O)[C@H]12 | 96* | 2.9 | -1 | 2 | -4 | -1 | 3 | -2 | -2
O=C(NCCO)/C(=C\c1cccs1)NC(=O)c1cccs1 | 0.0 | -0.1 | -9 | -7 | -11 | -1 | -14 | -4 | 18*
NC(=O)c1ccccc1OCc1nc2ccccc2s1 | 0.1 | 2.0 | -3 | -17 | 11 | 1 | 3 | 0 | -2
COc1ccc(Oc2coc3cc(OC(=O)c4cncc(Br)c4)ccc3c2=O)cc1 | 0.0 | 2.9 | 14 | 2 | 0 | -1 | 10 | -2 | -4
COc1cc2c(c(OC)c1OC)CC(=O)N(C)CC2 | -0.4 | -0.7 | 11 | 3 | 9 | -4 | 1 | -4 | -1
Cc1cccc(NC(=O)c2ccc(NC(C)c3ccccc3)c([N+](=O)[O-])c2)n1 (centres undefined) | 0.0 | -1.9 | -7 | 5 | -2 | -3 | 16 | -2 | 2
Cc1nnc(SCc2nnc(-c3cccs3)o2)s1 | -0.1 | 4.1 | -14 | 8 | -11 | -2 | 2 | 0 | 6
COC(=O)c1ccc(OS(=O)(=O)N(C)C)cc1 | 0.1 | 2.0 | 0 | 1 | -2 | 1 | 4 | -1 | 1
CCN(Cc1ccccc1)C(=O)c1cc(COc2c(F)cccc2F)on1 | 0.2 | 0.9 | -13 | 7 | -15 | -1 | 4 | 5 | -2
O=C(CSc1ncn[nH]1)CSc1ncn[nH]1 | -0.1 | -0.6 | 4 | 5 | 0 | -6 | -4 | -4 | -2
COc1ccc(CNC(=O)c2ccccc2C(=O)O)cc1 | -0.1 | -1.4 | 4 | 8 | -18 | -3 | -6 | 1 | 2
CCCCS(=O)(=O)Nc1ccc2c(c1)ncn2C1CCCCC1 | 0.1 | 2.1 | -6 | 9 | -12 | -4 | 4 | -1 | 0
N#Cc1nc(-c2ccccc2Cl)oc1N1CCOCC1 | 0.2 | 3.5 | -9 | -1 | -17 | 1 | -8 | -1 | -3
N#CC1=C(N)Oc2n[nH]c(-c3cccnc3)c2C1c1cc(F)ccc1F (centres undefined) | -0.1 | 2.2 | 4 | 0 | -15 | 1 | -5 | 0 | 3
COc1cc(NS(=O)(=O)c2ccc(NC(=S)NC(=O)/C=C/c3ccc(OC)c(OC)c3)cc2)ncn1 | 0.0 | -0.5 | 4 | -1 | 3 | 0 | 19 | 3 | 1
O=C1Nc2ccccc2S/C1=C/Nc1cccc(Cl)c1 | -0.1 | 0.6 | 11 | 45* | 5 | 0 | -24 | -3 | 0
O=C(COc1ccc(Br)cc1Cl)NC1CCCCC1 | -0.1 | 1.8 | 0 | 3 | 1 | 0 | 2 | 0 | 2
O=C(NCCN1C(=O)S/C(=C\c2ccccc2F)C1=O)C1CCCN1C(=O)c1cccs1 (centres undefined) | -0.2 | -0.4 | 3 | 0 | -1 | 4 | 7 | 0 | -1
CC1CCN(C(=O)Cn2nnc(-c3ccccc3)n2)CC1 | 0.0 | -0.3 | -1 | -3 | 9 | -3 | -5 | 2 | 0
Cc1onc(-c2ccccc2)c1C(=O)OCC(=O)N1CCN(c2ccccc2)CC1 | 0.1 | 0.9 | -12 | -4 | 0 | -7 | 0 | 3 | 1
COc1cc(C#N)ccc1OCC(=O)c1ccc2c(c1)OCCO2 | -0.1 | 1.4 | -8 | 8 | -18 | 0 | -5 | -3 | 0
Cc1nnsc1Sc1ccccc1C(=O)O | 0.2 | 3.4 | 7 | -8 | 12 | 4 | 3 | 0 | -1
COC(=O)CC1COc2ccccc2N1S(=O)(=O)c1ccc(Br)cc1 (centres undefined) | -0.1 | 1.2 | 14 | 2 | 13 | 2 | 9 | -1 | 0
CS(=O)(=O)N1CCC(C(=O)Nc2ccccc2Br)CC1 | -0.2 | 0.9 | 3 | -3 | 17 | -3 | 4 | 1 | -2
COC(=O)Nc1ccc(S(=O)(=O)N2CCCC(C(=O)NC3CCS(=O)(=O)C3)C2)cc1 (centres undefined) | 0.4 | 1.9 | -9 | 11 | -16 | -3 | -7 | 1 | 4
Cc1c(NC(=O)c2n[nH]c(=O)c3ccccc23)c(=O)n(-c2ccccc2)n1C | 0.2 | 2.4 | -2 | -5 | 1 | 6 | 2 | -2 | 1
CCNS(=O)(=O)c1ccc(CCC(=O)N2CCN(c3cccc(Cl)c3)CC2)cc1 | 0.0 | -1.5 | 5 | 16 | 13 | -4 | 7 | 0 | 0
Cc1sc(NC(=O)CSC2=NCCS2)nc1-c1ccccc1 | -0.1 | 2.0 | -3 | 14 | -4 | 7 | 4 | 3 | 2
COc1ccc(CCNC(=O)CN(c2ccccc2)S(C)(=O)=O)cc1 | 0.2 | 0.1 | -5 | 11 | 8 | 2 | 3 | 4 | 8
Fc1ccccc1OCCCCSc1ncccn1 | 0.1 | 0.2 | -3 | -2 | -6 | 0 | -3 | 0 | 1
CCN1CNC(=S)N(c2cccc(C)c2)C1 | 0.1 | -0.9 | 3 | 5 | 6 | 1 | -1 | -2 | -1
CC1CC(C(F)F)n2nc(C(=O)Nc3sc4c(c3C#N)CCC(C(C)(C)C)C4)nc2N1 (centres undefined) | 0.0 | 2.2 | -5 | 5 | 10 | -3 | 7 | -7 | 3
CCOC(=O)C1(CCOC)CCN(Cc2ccccc2-c2ccco2)CC1 | 0.1 | 1.9 | -9 | 14 | -23 | -6 | -1 | -7 | 6
Cc1ccccc1S(=O)(=O)Oc1cccc2c(O)cccc12 | 0.2 | 2.7 | 0 | -2 | -6 | 4 | 29 | 2 | -2
C/C(Cl)=C\Cn1c(Nc2cccc(C)c2)nc2c1c(=O)n(C)c(=O)n2C | -0.1 | -0.4 | 9 | 16 | 13 | -3 | -2 | 1 | 5
Cc1nc2c(Br)cc(Br)cc2cc1O | 0.2 | 1.9 | -8 | 4 | 1 | -3 | 20 | 1 | 6
CCOC(=O)COc1ncn(-c2ccccc2)n1 | -0.2 | 1.4 | 2 | 18 | -1 | -1 | -4 | -5 | -2
CN1CCN(C(=O)c2ccccc2-c2nc(-c3ccc(Cl)cc3)no2)CC1 | 0.1 | 0.6 | 2 | 33 | 4 | -2 | -9 | -2 | 2

Further entries follow:
molecule | Efflux pump inh | PP5 inh | EBNA-1 inh | PREPL inh | ZTA DNA inh | PP1 counter | HCV core dimer | TPT1 inh | CTSL1 counter
Cc1ccccc1N1CCN(C2CCCN(C(=O)c3cc(C(C)C)[nH]n3)C2)CC1 (centres undefined) | -0.3 | 2.0 | -3 | 34 | 2 | 1 | 15 | -2 | 1
O=C(NCCCOc1cccc(CN2CCCCC2)c1)c1ccc(Cl)c(Cl)c1 | 0.1 | 1.7 | -8 | 19 | 10 | 0 | 1 | -1 | 4
CCCC(=O)n1nc(-c2ccccc2)nc1SC | 0.0 | 5.6 | -12 | 17 | -4 | -13 | -6 | 0 | -5
Cc1cc(Br)cc(/C=N/NC(=O)c2ccc3c(c2)OCO3)c1O | 0.1 | 3.9 | 20 | 15 | 3 | 1 | 3 | 0 | -6

A portion of the library; rates above refer to the full screens.
